Efflux pump inh = inhibitors of Candida antifungal efflux pumps expressed in yeast; S. cerevisiae Candida pump triplex, Nile Red efflux; AID 485275; inhibition, % at 10 µM; 330,000 tested, 0.44% active;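 active = plate passing quality check with inhibition over a set limit, or well fluorescence over plate mean plus 4 SD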;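 also: Nile Red retained in pooled yeast measured as flow cytometry median fluorescence; 0% = buffer negative control and 100% = Enniatin B positive control; higher means more Nile Red kept so more efflux inhibition; some compounds called inactive have numbers as strong as hits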
AGP1-GFP MLPCN = yeast TOR pathway AGP1-GFP modulation. S. cerevisiae AGP1-GFP multiplex flow cytometry, 3 h; GFP as percent of DMSO wells. GFP response vs DMSO, % at 10 µM. 320,000 tested, 0.02% active. AID 2066;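 active = GFP response relative to DMSO above a set limit, near screen average plus 3 SD, cut at about 150% in these data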;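 also: median GFP channel fluorescence of the gated AGP1 strain per well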
RPL19A TOR yeast = alters RPL19A-GFP fluorescence in TOR pathway yeast screen | S. cerevisiae RPL19A-GFP strain, flow cytometry, 3 h; hits give low values | percent response vs DMSO, % at 10 µM | 330,000 tested, 0.3% active;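 active = percent response vs DMSO below 50%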;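 also: median channel GFP fluorescence of the barcoded RPL19A-GFP strain; ratio of sample median GFP to plate DMSO average so 100% = DMSO; lower means less RPL19A-GFP as with rapamycin TOR inhibition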
LAP4 TOR yeast = yeast TOR pathway LAP4-GFP modulation | S. cerevisiae LAP4-GFP multiplex, flow cytometry GFP, 3 h; median GFP as percent of DMSO wells | 320,000 tested, 0.34% active | AID 2023 | GFP response vs DMSO, % at 10 µM;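 active = GFP response vs DMSO above a set limit, about the screen mean plus 3 SD, cut at about 150% in these data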
CR mimetic SO = caloric restriction mimetics inhibiting age-related superoxide in yeast; 330,000 tested, 0.18% active; S. cerevisiae aged cells, superoxide DHE fluorescence; hits give low values; superoxide response (% of plate mean), % at 10 µM;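 active = superoxide response under a set limit, about three screen SD below normal, cut at about 65% in these data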;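 also: yeast aged for seven days with compound at 30 °C before DHE staining; 100% = average MFI of all compound-treated wells on the plate with controls excluded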
MEP2-GFP yeast = yeast TOR pathway MEP2-GFP modulation | S. cerevisiae MEP2-GFP strain, flow cytometry GFP, 3 h; 100% = DMSO control level | GFP response vs DMSO, % at 10 µM | 330,000 tested, 0.51% active;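 active = GFP response versus DMSO above a set limit, roughly screen mean plus 3 SD, cut at about 180% in these data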;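 also: median GFP fluorescence of the barcode-gated MEP2-GFP cells per well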
CIT2-GFP yeast = alters CIT2-GFP fluorescence in TOR pathway yeast screen. S. cerevisiae CIT2-GFP strain, flow cytometry, 3 h; 100 means same as DMSO wells. GFP response vs DMSO, % at 10 µM. 320,000 tested, 0.065% active;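 active = GFP response relative to DMSO above a set limit, near the screen mean plus 3 SD, cut at about 150% in these data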;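 also: ratio of well median GFP fluorescence to mean of DMSO wells on the plate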
AHR act = activates the human aryl hydrocarbon receptor | P35869 | AHR-responsive luciferase reporter cells, luminescence | activation, % at 5 µM | 320,000 tested, 2.5% active; in the data active = activation above about 47%;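 also: 0% = vehicle wells and 100% = reference agonist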
Target sequence (P35869 whole entry, looked up): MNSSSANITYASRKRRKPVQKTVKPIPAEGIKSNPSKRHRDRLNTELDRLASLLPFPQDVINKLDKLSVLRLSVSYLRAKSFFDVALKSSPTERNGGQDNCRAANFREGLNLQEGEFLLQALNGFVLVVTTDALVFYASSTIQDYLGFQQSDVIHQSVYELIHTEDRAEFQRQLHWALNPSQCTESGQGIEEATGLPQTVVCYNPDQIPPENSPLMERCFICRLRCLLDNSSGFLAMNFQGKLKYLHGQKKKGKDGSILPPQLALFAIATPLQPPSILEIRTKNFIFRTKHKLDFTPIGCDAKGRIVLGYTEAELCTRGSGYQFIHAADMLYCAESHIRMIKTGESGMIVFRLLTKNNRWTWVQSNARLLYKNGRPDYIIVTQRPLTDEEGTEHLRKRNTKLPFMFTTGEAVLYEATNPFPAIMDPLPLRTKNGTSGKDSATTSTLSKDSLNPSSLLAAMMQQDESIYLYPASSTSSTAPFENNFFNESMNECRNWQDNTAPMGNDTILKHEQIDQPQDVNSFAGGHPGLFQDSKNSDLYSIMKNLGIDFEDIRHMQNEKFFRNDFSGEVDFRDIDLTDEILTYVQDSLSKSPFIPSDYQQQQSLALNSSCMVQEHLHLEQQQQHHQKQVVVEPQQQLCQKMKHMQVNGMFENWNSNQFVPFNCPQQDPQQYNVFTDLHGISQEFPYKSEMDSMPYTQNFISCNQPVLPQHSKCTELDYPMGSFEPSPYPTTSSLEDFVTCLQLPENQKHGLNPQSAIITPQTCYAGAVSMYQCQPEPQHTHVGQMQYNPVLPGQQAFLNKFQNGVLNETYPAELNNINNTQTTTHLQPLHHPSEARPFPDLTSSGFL
Numbers without * were called inactive; nt = not tested or not shown.

SMILES | Efflux pump inh | AGP1-GFP MLPCN | RPL19A TOR yeast | LAP4 TOR yeast | CR mimetic SO | MEP2-GFP yeast | CIT2-GFP yeast | AHR act
CCOc1cc(CN2CCN(c3cccc(C(F)(F)F)c3)CC2)ccc1OC | -0.1 | 95 | 100 | 94 | 87 | 97 | 107 | -2
COc1ccccc1Cn1c(=O)c2ccccc2n2c(Sc3ncnc4sccc34)nnc12 | 0.1 | 109 | 100 | 118 | 89 | 104 | 100 | 1
O=C(O)c1cccnc1Sc1ccccc1Cl | -0.1 | 101 | 97 | 100 | 91 | 104 | 99 | 10
Nc1nonc1C(=O)NCCNC(=O)c1ccc(Cl)cc1 | -0.1 | 103 | 110 | 102 | 99 | 115 | 103 | 1
CCS(=O)(=O)c1nc(S(=O)(=O)c2ccc(C)cc2)c(NCCCn2ccnc2)s1 | 0.0 | 98 | 102 | 104 | 81 | 105 | 100 | 5
Cc1ccc(NC(=O)C2(N(C(=O)Cn3nnnc3N)c3ccc(C)cc3)CCCCC2)cc1 | 0.4 | 100 | 100 | 84 | 120 | 100 | nt | 3
Cc1cccc(NC(=O)CN2CCN(C(=O)C(C)Oc3ccc(C#N)cc3)CC2)c1C (stereo not drawn) | 0.0 | 108 | 100 | 101 | 91 | 106 | 103 | 9
CCN(CC(=O)Nc1ccccc1C(F)(F)F)C(=O)Cn1c(=O)cnc2ccccc21 | 0.1 | 100 | 98 | 104 | 99 | 104 | 95 | 0
COc1cc(/C=N/N(C)c2ccccc2)ccc1O | 0.3 | 86 | 95 | 88 | 106 | 95 | 96 | 35
Cc1ccc(Cc2nnc3n(-c4cccc(C)c4)nc(C(=O)c4ccccc4)n3c2=O)cc1 | 0.0 | 92 | 99 | 93 | 94 | 97 | 99 | 1
CCCCN(C(=O)c1cccc(S(=O)(=O)N2CCCC2)c1)c1c(N)n(CCC)c(=O)[nH]c1=O | -0.1 | 101 | 97 | 94 | 80 | 103 | 99 | -2
CCCCN(C(=O)C1=COCCO1)c1c(N)n(Cc2ccccc2)c(=O)[nH]c1=O | 0.0 | 111 | 102 | 106 | 77 | 108 | 98 | -2
COC(=O)c1ccc(CNC(=O)CSc2nc3sc(C)c(C)c3c(=O)n2C)o1 | -0.2 | 110 | 100 | 100 | 94 | 105 | 104 | 1
COC(=O)c1ccc(CN(c2ccc(OC)cc2)S(=O)(=O)c2ccccc2)cc1 | -0.1 | 116 | 102 | 112 | 81 | 97 | 104 | 0
CCN(CC)c1nc(N2CCN(C)CC2)nc2ccccc12 | 0.1 | 107 | 109 | 92 | 102 | 109 | 111 | 3
O=C1CC(=C2c3ccccc3-c3ccccc32)C(=O)N1CCN1CCN(c2ccccc2)CC1 | 0.1 | 89 | 87 | 92 | 101 | 93 | 88 | 3
CCN(CC)C(=O)c1[nH]cnc1C(=O)Nc1ccccc1 | -0.1 | 95 | 91 | 95 | 106 | 91 | 93 | 17
Cc1cc(C(=O)N2CCCC(CCC(=O)N3CCN(c4ccccn4)CC3)C2)c(C)o1 (stereo not drawn) | 0.1 | 97 | 98 | 94 | 84 | 100 | 100 | -1
Cc1onc(-c2c(F)cccc2Cl)c1C(=O)Nc1c(C)n(C)n(-c2ccccc2)c1=O | 0.0 | 100 | 97 | 97 | 98 | 104 | 96 | -2
COc1ccc(C2CC(c3cccs3)n3nc(N)nc3N2)cc1 (stereo not drawn) | 0.3 | 95 | 97 | 102 | 105 | 97 | 92 | 3
CCN(CC)S(=O)(=O)c1cccc(NC(=O)c2ccccc2Br)c1 | 0.5 | 99 | 93 | 110 | 97 | 101 | 93 | 26
COc1cccc(C2=NOC(C(=O)N3CCN(Cc4ccccc4)CC3)C2)c1OC (stereo not drawn) | 0.1 | 95 | 100 | 103 | 89 | 106 | 98 | -3
CNC(=S)N(CCCO)Cc1cc2cc3c(cc2[nH]c1=O)OCO3 | -0.1 | 104 | 103 | 101 | 95 | 107 | 101 | 35
O=C1CC(c2ccc(Cl)cc2)CC(O)=C1C=NCCO (stereo not drawn) | 0.1 | 101 | 97 | 99 | 94 | 101 | 98 | -1
COc1cc(C(=O)Nc2ccccc2C(=O)Nc2ccccn2)cc(OC)c1OC | 0.3 | 93 | 102 | 98 | 111 | 113 | 103 | 28
COc1ccccc1NC(=O)c1cccnc1 | 0.2 | 100 | 100 | 99 | 85 | 102 | 100 | 68*
CC1CCCCC1NC(=O)c1cc(=O)[nH]c2ccccc12 (stereo not drawn) | -0.1 | 113 | 104 | 104 | 97 | 110 | 109 | 3
Cc1ccc(C)c(-n2cc(CNCCCn3cccn3)c(-c3ccccc3)n2)c1 | 0.2 | 105 | 98 | 114 | 107 | 98 | 95 | 8
CC(C)Cc1nc2oc3c(Cl)ncnc3c2c2c1CCC2 | 0.2 | 93 | 93 | 99 | 99 | 96 | 86 | -4
C=CCCCCCCCCC(=O)NNC1CC(=O)N(c2ccccc2)C1=O (stereo not drawn) | 0.3 | 96 | 100 | 101 | 116 | 97 | 92 | 4
O=C(O)c1ccc(CSc2nc3ccccc3c(=O)n2-c2ccccc2)cc1 | -0.1 | 101 | 103 | 90 | 116 | 105 | 106 | -2
COc1ccc(S(=O)(=O)NC(CC(=O)N2CCc3ccccc32)c2ccco2)cc1 (stereo not drawn) | 0.1 | 99 | 96 | 102 | 108 | 108 | 96 | 10
COc1ccc2cc(C3=CC(=O)C[C@H](c4ccc5c(c4)OCO5)C3)ccc2c1 | 0.0 | 104 | 95 | 109 | 90 | 98 | 98 | 35
O=C(CCNC(=O)C1CCN(S(=O)(=O)c2ccc(F)cc2)CC1)NC1CC1 | -0.2 | 92 | 94 | 91 | 94 | 102 | 111 | 0
CC(C)(C)C(=O)N1CCN(C(=O)c2ccco2)CC1 | 0.0 | 99 | 101 | 94 | 77 | 106 | 103 | 1
CSc1nsc(SCC(=O)Nc2ccc(Br)cn2)n1 | -0.2 | 112 | 101 | 107 | 117 | 112 | 82 | 48*
CCOC(=O)/C(C#N)=C/c1ccc(SC)cc1 | 0.1 | 98 | 104 | 105 | 108 | 99 | 100 | 0
CCOc1ccc(C(C(=O)NCC2CCCO2)N(C(=O)c2snc(C(N)=O)c2N)c2cccc(F)c2)cc1 (stereo not drawn) | 0.2 | 102 | 100 | 89 | 102 | 100 | 105 | 1
COCCn1c(C2CCCCC2)nc2sc3ccccc3c(=O)c2c1=O | 0.2 | 100 | 102 | 103 | 126 | 102 | 99 | -1
CC1(C)CC(=O)C(CC2=C(O)CC(C)(C)CC2=O)=C(O)C1 | -0.1 | 108 | 104 | 92 | 113 | 106 | 112 | -3
O=C(CN1CCOCC1)NCc1cc([N+](=O)[O-])ccc1O | 0.4 | 95 | 104 | 95 | 75 | 113 | 103 | 1
Cc1ccc(NC(=O)c2nc(C)n(-c3ccc([N+](=O)[O-])cc3)n2)cc1 | -0.3 | 98 | 103 | 114 | 125 | 105 | 101 | 2
Cc1c(Br)c([N+](=O)[O-])nn1CC(=O)NCc1ccco1 | -0.2 | 109 | 104 | 101 | 118 | 107 | 108 | 0
O=C(O)C(c1ccccc1)N1C(=O)/C(=C/c2cccs2)SC1=S (stereo not drawn) | -0.1 | 100 | 99 | 105 | 108 | 94 | 100 | 4
CCS(=O)(=O)N1CCN=C1SCc1ccccc1 | -0.8 | 108 | 100 | 108 | 92 | 111 | 101 | 2
O=C(O)c1cccc(N2C(=O)C3CC=C(Cl)CC3C2=O)c1 (stereo not drawn) | 0.0 | 106 | 100 | 103 | 93 | 103 | 101 | 1
Cc1ccc(-c2c[n+](CC(=O)Nc3nc(-c4ccccc4)cs3)c3n2CCC3)cc1 | 0.0 | 93 | 97 | 108 | 95 | 111 | 99 | 4
Cc1cc2oc(=O)cc(CN3CCCCC3)c2cc1C(C)C | 0.0 | 91 | 93 | 91 | 89 | 98 | 87 | 1
Cc1cc(C)c(OCCNCc2ccccc2)c(C)c1 | 0.0 | 89 | 87 | 72 | 96 | 87 | 102 | 3
CC(=O)N1C(=O)N(C)C2C1N(C(C)=O)C(=O)N2C (stereo not drawn) | -0.2 | 109 | 103 | 111 | 97 | 118 | 116 | 1
COc1ccccc1CN1C[C@@H]2C[C@@H](c3ccccc3C)N3CCC[C@@]23C1=O | 0.5 | 99 | 98 | 86 | 103 | 103 | 103 | 1
Cc1cccc(NC(=O)c2cc(S(=O)(=O)N3CCOCC3)cn2C)c1C | -0.1 | 103 | 106 | 100 | 85 | 99 | 100 | 0
Cc1ccccc1OCC(=O)Nc1ccc(N2CCOCC2)cc1N1CCOCC1 | -0.1 | 102 | 102 | 105 | 99 | 104 | 98 | 5
COc1ccccc1CNC(=O)Cc1cc(=O)[nH]c(=O)[nH]1 | -0.1 | 96 | 105 | 112 | 79 | 97 | 102 | -1
CCCCc1ccc(NC(=O)CN2NS(=O)(=O)c3ccccc3C2=O)cc1 | 0.1 | 99 | 96 | 95 | 96 | 99 | 88 | 6
CCN1C(=O)[C@H]2[C@@H](c3ccc(-c4ccc(Cl)c(Cl)c4)cc3)N[C@@](CC(C)C)(C(=O)OC)[C@H]2C1=O | -0.1 | 91 | 103 | 130 | 108 | 95 | 99 | 2
O=C(Nc1ccc(Nc2ccccc2)cc1)c1ccco1 | 0.1 | 96 | 101 | 129 | 103 | 108 | 70 | -4
Cc1cc([N+](=O)[O-])ccc1NC(=O)c1csc(C)c1C | 0.0 | 89 | 117 | 89 | 108 | 107 | 88 | nt
CCc1cccc2c(SCC(=O)NCC3CCCO3)nc(-c3ccc(F)cc3)nc12 (stereo not drawn) | 0.0 | 102 | 98 | 98 | 99 | 97 | 102 | 0
CC(C)OCCCNC(=O)C(=O)NCCCOC(C)C | 0.1 | 99 | 96 | 97 | 95 | 100 | 96 | 6
Additional records.
SMILES | Efflux pump inh | AGP1-GFP MLPCN | RPL19A TOR yeast | LAP4 TOR yeast | CR mimetic SO | MEP2-GFP yeast | CIT2-GFP yeast | AHR act
COc1cccc(-n2ccnc2SCC(=O)Nc2cc(C)on2)c1 | 0.2 | 101 | 97 | 98 | 113 | 99 | 92 | 3
O=C1OC(Nc2ncccn2)c2ccccc21 (stereo not drawn) | 0.2 | 94 | 96 | 94 | 108 | 95 | 94 | -1
CC1(c2ccccc2)CC(c2ccccc2)=Nc2nonc2N1 (stereo not drawn) | 0.0 | 97 | 96 | 96 | 107 | 93 | 100 | 1
COc1cc(OC)c(NC(=O)C(=O)CC(=O)c2ccc(C)cc2C)cc1Cl | 0.0 | 104 | 100 | 111 | 107 | 104 | 101 | 0
O=C(CSc1nnc(-c2cccc(Br)c2)o1)N1CCNC1=O | -0.2 | 104 | 100 | 111 | 99 | 103 | 108 | 10
C[C@@]12C(=O)N(CCc3c[nH]c4ccccc34)CC(=O)N1[C@H]1c3ccccc3OC[C@@H]1[C@@H]2c1ccccc1 | 0.4 | 96 | 97 | 93 | 81 | 98 | 102 | 8
S=C(Nc1ccc(Cl)cc1)c1sc(N2CCCCC2)nc1N1CCOCC1 | -0.2 | 105 | 102 | 103 | 98 | 96 | 108 | 0
Cc1ccc(C(=O)NCc2ccc3c(c2)OCO3)cc1C | 0.0 | 97 | 99 | 95 | 109 | 101 | 95 | 13

Source: PubChem (several laboratories)
